Source: PubChem
Fibroblast inh: blocks proliferation of human lung fibroblasts; LL 47 human lung fibroblast viability, ATP luminescence; active compounds read low; viability, % at 10 µM; 1.1% of 85,000 active; AID 719;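 active means viability at or below 50% in the single dose screen; inactive means viability above 50%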;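 further: compound exposure lasted 72 h before the ATP readout; 100% = median luminescence of untreated cell-only wells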
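Material: Human LL 47 lung fibroblast cells | Input: 1,150 cells/well | Buffer or medium: IMEM plus 15% FBS | Compound dosing: 0.1% DMSO in all compound wells | Times: Overnight cell rest, 72 h compound treatment at 37 °C | Signal: CellTiter-Glo luminescence measuring cellular ATP | Measure: % viability versus median cells-only luminescence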
ERa coact pot: enhances coactivator binding to human estrogen receptor alpha. P03372. TR-FRET ERalpha-LBD/SRC-Cy5 coactivator binding, 2 h; 100 = basal binding, no effect. 1.3% of 86,000 active. AID 639. coactivator binding (% of control), % at 25.6 µM; in the data active means activity above about 200%;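 further: binding measured in presence of low estradiol as agonist stimulus; 0% = peptide alone without receptor and 100% = receptor with peptide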
H69AR inhibit: growth inhibitors of human H69AR lung tumor cells; AID 598; H69AR lung tumor viability, ATP luminescence, 72 h; active compounds read low; 6% of 85,000 active; viability, % at 10 µM;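 active means viability at or below 40%; inactive means viability above 40%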;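 further: multidrug resistant small cell line overexpressing MRP-1 efflux transporter; 100% = mean luminescence of untreated control wells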
Smad3 FoxH1 inh: blocks human Smad3 binding to FoxH1 peptide | P84022 | TR-FRET Smad3/Dy647-FoxH1 peptide binding, europium anti-His | inhibition, % at 25 µM | 0.29% of 88,000 active;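 active means compounds that reduce the energy-transfer binding signal between the protein and its labelled peptide by more than half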;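 further: 0% = Smad3 plus labelled peptide maximal FRET and 100% = peptide-only background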
MT1-MMP txn act: MT1-MMP promoter transcription activation; HT1080 MT1-MMP promoter luciferase reporter, luminescence, overnight; active compounds read high; activation factor at 10 µM; 0.16% of 86,000 active; AID 750;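 active means activation factor of at least 2 for MT1-MMP transcription at 10 µM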
CD11b adhes enh: increases human CD11b/CD18 adhesion to fibrinogen | activation, % at 10 µM | 0.07% of 93,000 active | K562 CD11b/CD18 adhesion to fibrinogen, ATPlite luminescence | P05107+P11215 | AID 1499;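 active means 10 µM primary screen giving 50% or more activity, confirmed by 40% or more on retest at that dose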; further: strong numbers were not always called active
Target sequence (P05107 whole entry, looked up, other chains not shown): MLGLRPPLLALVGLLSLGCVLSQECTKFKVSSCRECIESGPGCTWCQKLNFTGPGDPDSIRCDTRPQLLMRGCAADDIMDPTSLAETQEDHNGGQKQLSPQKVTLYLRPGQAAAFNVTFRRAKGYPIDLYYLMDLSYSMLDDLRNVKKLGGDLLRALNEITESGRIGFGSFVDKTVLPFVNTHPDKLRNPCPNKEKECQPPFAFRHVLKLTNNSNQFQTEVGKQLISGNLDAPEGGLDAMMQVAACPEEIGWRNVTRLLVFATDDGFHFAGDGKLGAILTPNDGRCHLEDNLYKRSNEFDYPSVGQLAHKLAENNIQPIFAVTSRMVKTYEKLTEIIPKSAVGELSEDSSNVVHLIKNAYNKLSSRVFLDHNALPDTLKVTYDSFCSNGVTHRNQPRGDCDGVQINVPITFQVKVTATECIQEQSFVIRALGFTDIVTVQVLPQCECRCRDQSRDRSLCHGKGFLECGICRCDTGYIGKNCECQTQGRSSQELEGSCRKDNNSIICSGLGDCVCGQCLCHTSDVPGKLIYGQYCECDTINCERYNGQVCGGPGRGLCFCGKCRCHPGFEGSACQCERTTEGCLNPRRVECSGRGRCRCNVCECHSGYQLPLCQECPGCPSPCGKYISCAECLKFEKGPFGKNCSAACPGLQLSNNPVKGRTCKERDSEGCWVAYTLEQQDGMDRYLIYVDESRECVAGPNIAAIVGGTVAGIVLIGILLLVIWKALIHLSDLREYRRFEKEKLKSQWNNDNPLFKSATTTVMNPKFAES
ERa coact inh: ER-alpha (human) coactivator binding inhibition; inhibition, % at 25.6 µM; P03372; TR-FRET ER-alpha LBD / SRC-1 peptide, estradiol-bound; 1.7% of 86,000 active; in the data active means inhibition above about 50%;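 further: 0% = receptor plus peptide control and 100% = peptide only without receptor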
HUVEC prolif 384: blocks proliferation of human endothelial cells. AID 648. 1.1% of 86,000 active. HUVEC proliferation, CellTiter-Glo luminescence, 72 h; active compounds read low. viability, % at 10 µM (by protocol);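 active means viability at or below 30%; inactive means viability above 30%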;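 further: 100% = median luminescence of DMSO-only cell control wells on each plate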
ERb SRC1 inh: ER-beta (human) coactivator binding inhibition; Q92731; TR-FRET ER-beta LBD / SRC1-Cy5 peptide binding; receptor agonist-loaded with 1 µM estradiol; inhibition, % at 25.6 µM; 1.3% of 86,000 active;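 active means compounds whose percent inhibition of the receptor-coactivator binding signal exceeds about 50% in the single-dose screen, limit read from the data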;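 further: 0% = receptor plus peptide wells without compound and 100% = peptide-only wells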
* marks the source's active call; other numbers are inactive results; . = no result given; [ ] = remark or other dose. An excerpt; rates above refer to the full screens.

The line under a structure holds: Fibroblast inh	ERa coact pot	H69AR inhibit	Smad3 FoxH1 inh	MT1-MMP txn act	CD11b adhes enh	ERa coact inh	HUVEC prolif 384	ERb SRC1 inh
C=CCc1ccc(OCCOc2cccc(/C=N/n3cnnc3)c2)c(OC)c1
→ 106	109	80	-11	1.2	.	-9	96	-5
Cc1ccc(-n2nnnc2SCC(=O)c2c(N)n(CC(C)C)c(=O)n(C)c2=O)cc1
→ 83	242*	88	3	1.1	1	-8	78	-6
CC1(C(=O)NC2CCCCCC2)CCC(=O)N1Cc1ccc2c(c1)OCO2 (centres undefined)
→ 103	104	97	-14	1.1	-4	0[fluorescence artefact?]	97	-2[fluorescence artefact?]
CCn1c(SCC(=O)NCC2CCCO2)nc2c(c1=O)SC(C)C2 (centres undefined)
→ 103	95	97	-2	1.1	1	3	91	10
CCOC(=O)c1c(C)n(CCO)c2ccc(O)cc12
→ 94	108	95	6	1.1	-3	-8	88	-5
Cc1ccc2[nH]cc(CCNC(=O)c3cccnc3)c2c1
→ 108	108	90	1	1.1	-3	-4	85	-16
Cc1cccc(N2C(=O)CN=C2Nc2nc(C)cc(C)n2)c1
→ 105	102	95	4	.	-1	-7	85	-5
Cc1noc(C)c1C(=O)Nc1nc(C23CC4CC(CC(C4)C2)C3)cs1
→ 99	142	101	-3	1.2	3	-7	85	-7
CCN(Cc1cc2cc(C)ccc2[nH]c1=O)S(=O)(=O)c1ccccc1
→ 83	105	71	-7	1.2	-1	-7	90	-6
O=C1NC(c2ccc3c(c2)OCO3)Nc2ccccc21 (centres undefined)
→ 89	99	27*	7	1.1	-4	2[fluorescence artefact?]	63	1[fluorescence artefact?]
COC(=O)CSC1=C(C#N)C(c2ccccc2)CC(=O)N1 (centres undefined)
→ 93	104	41	4	1.1	-5	11[fluorescence artefact?]	83	2
CC(C)C(=O)Nc1ccc2oc(-c3cc(F)c(F)cc3Cl)nc2c1
→ 81	217*	83	3	1.4	.	5[fluorescence artefact?]	106	13
CC(C)Cn1cnc2c(c(-c3ccccc3)c(-c3ccccc3)n2Cc2ccco2)c1=N
→ 3.1*	52	1.1*	1	.	-1	14	2.5*	-2
CCn1c(SCc2ccccc2Cl)nc2ccccc21
→ 100	82	103	-13	1.5	.	2	122	6
C=CCNS(=O)(=O)c1ccc(OCC(=O)OCC)cc1
→ 92	107[fluorescence artefact?]	97	-1	0.9	0	-10	88	-6
N#Cc1c(/N=C/c2cccs2)sc2c1CCC2
→ 105	105	63	-17	1.4	0	3	83	5[fluorescence artefact?]
COc1ccccc1N(C(C)=O)c1nc(C)cc(C)c1C#N
→ 89	107	74	-5	1.3	.	2	89	2[fluorescence artefact?]
Cc1nc2c(Cl)cc(Cl)cc2[nH]1
→ 100	95	97	-5	1.2	1	-4	99	2
CC1Cc2ccccc2N1C(=O)Cn1nc(C(=O)O)c2ccccc2c1=O (centres undefined)
→ 94	133	100	8	1.2	0	-1[fluorescence artefact?]	84	-1
Cc1cc(NC(=O)c2cc(-c3ccco3)on2)nn1Cc1ccc(Cl)cc1
→ 100	98	52	-6	1.1	.	7	70	6

A draw from above in order of length of the SMILES, falling.
The line under a structure holds: Fibroblast inh	ERa coact pot	H69AR inhibit	Smad3 FoxH1 inh	MT1-MMP txn act	CD11b adhes enh	ERa coact inh	HUVEC prolif 384	ERb SRC1 inh
Cc1ccc(-n2nnnc2SCC(=O)c2c(N)n(CC(C)C)c(=O)n(C)c2=O)cc1
→ 83	242*	88	3	1.1	1	-8	78	-6
CC(C)C(=O)Nc1ccc2oc(-c3cc(F)c(F)cc3Cl)nc2c1
→ 81	217*	83	3	1.4	.	5[fluorescence artefact?]	106	13
Cc1cccc(N2C(=O)CN=C2Nc2nc(C)cc(C)n2)c1
→ 105	102	95	4	.	-1	-7	85	-5
CCn1c(SCc2ccccc2Cl)nc2ccccc21
→ 100	82	103	-13	1.5	.	2	122	6

The list continues.
The line under a structure holds: Fibroblast inh	ERa coact pot	H69AR inhibit	Smad3 FoxH1 inh	MT1-MMP txn act	CD11b adhes enh	ERa coact inh	HUVEC prolif 384	ERb SRC1 inh
O=C(CSCCc1ccccn1)Nc1cccnc1Cl
→ 106	99	88	-2	1.1	1	2	100	-9
COc1ccccc1-n1cnnc1SCC(=O)c1cc(C)n(Cc2cccs2)c1C
→ 108	106[fluorescence artefact?]	88	-6	1.4	-5	6[fluorescence artefact?]	87	0[fluorescence artefact?]
COc1ccc(C(=O)NCc2ccccc2OC)c(OC)c1
→ 100	90	78	-7	1.1	0	0	93	-6
Cc1ccnc(NC(=O)CCC(=O)N(CC(=O)NC2CCCCC2)Cc2ccc3c(c2)OCO3)c1
→ 93	130	94	-1	1.1	0	0	101	1
C/C(=N\OC(=O)c1ccc(Cl)c(Cl)c1)c1sc(C)nc1C
→ 98	103	84	3	1.2	0	4	98	-16
Cc1onc(-c2ccccc2)c1C(=O)Nc1cccc2nsnc12
→ 101	266*	101	13	1.1	6	36[fluorescence artefact?]	97	22[fluorescence artefact?]
CCOC(=O)c1c(-c2ccc(C)s2)csc1NC(=O)c1ccco1
→ 95	157[fluorescence artefact?]	85	14[fluorescence artefact?]	1.2	4	-1[fluorescence artefact?]	86	16[fluorescence artefact?]
COc1c(C)cccc1C(=O)Nc1ccc(N2CCOCC2)c(Cl)c1
→ 109	110	89	-1	2.2*	-4	-1	118	-1
O=C(CCCN1C(=O)CCC1=O)Nc1ccc2c(c1)OCO2
→ 87	93	56	-13	1.2	-3	8	92	25
COc1ccc2c(C)cc(=O)[nH]c2c1
→ 102	115	107	-4	1.2	-3	5	88	-7[fluorescence artefact?]
CCOC(=O)C1CCCN(C(=O)C2CCN(c3nnc(-n4cccc4)s3)CC2)C1 (centres undefined)
→ 91	119	84	0	1.3	-3	3	95	-6
Cc1cc(C(=O)Nc2cccc(O)c2)co1
→ 100	103	86	7	1.3	-4	6[fluorescence artefact?]	95	7
CCOC(=O)c1c(C)[nH]c(C(=O)CN2C(=O)NC(C)(c3ccc4ccccc4c3)C2=O)c1C (centres undefined)
→ 103	119	70	-3	0.9	.	11	75	7
CCn1c(SCc2nc3ccccc3[nH]2)nnc1-c1cccnc1
→ 100	115	90	15	1.2	-3	2[fluorescence artefact?]	87	-4[fluorescence artefact?]
Cc1nc2sc3c(c2c(=O)o1)CCC3
→ 97	86	96	5	1.1	2	5	92	12
Cc1ccc(S(=O)(=O)c2ccc(C)cc2)cc1
→ 97	89	98	26	1.1	-2	0	106	-2
O=C(Nc1cccc(O)c1)c1cccc(S(=O)(=O)N2CCCC2)c1
→ 110	117	74	9	1.3	4	14	102	5
CCCSc1nc(C)nc2c1c(=O)n(C)c(=O)n2C
→ 92	87	92	-12	.	0	21	86	10
Cc1ccc(-c2cc(C(=O)Nc3cccnc3)c3ccccc3n2)o1
→ 103	71[fluorescence artefact?]	60	6	1.4	4	45	82	48
CCOC(=O)C(CC(=O)O)N1CCCCC1 (centres undefined)
→ 105	107	94	-3	1.1	.	2	93	-2

Other entries.
The line under a structure holds: Fibroblast inh	ERa coact pot	H69AR inhibit	Smad3 FoxH1 inh	MT1-MMP txn act	CD11b adhes enh	ERa coact inh	HUVEC prolif 384	ERb SRC1 inh
COc1cccc(S(=O)(=O)NCc2ccc3c(c2)OCO3)c1
→ 99	84	97	8	1.1	0	7[fluorescence artefact?]	97	3[fluorescence artefact?]
O=C(NCC1CCCO1)c1ccc(/C=N/O)nc1 (centres undefined)
→ 96	114	.	-2	1.1	-2	-5	92	0
CC(C)COC(=O)C1C2C=CC3(CN(C4CCCC4)C(=O)C13)O2 (centres undefined)
→ 94	109[fluorescence artefact?]	97	12	1.1	1	3[fluorescence artefact?]	102	-15[fluorescence artefact?]
CCCn1c(=NC(C)=O)c(C(=O)OCC)cc2c(=O)n3ccccc3nc21
→ 94	109	67	9	1	2	-4	92	-3
COc1ccccc1NC(=O)c1sc2nc(-c3ccco3)ccc2c1N
→ 106	17[fluorescence artefact?]	84	11	1.1	44	45	91	46[fluorescence artefact?]
O=C1CCCC2=C1C(c1ccsc1)CC(=O)N2c1ccccc1 (centres undefined)
→ 103	93	96	-3	1.1	4	-7	110	-9
C=CCn1cc(Cl)c(=O)n(CC=C)c1=O
→ 98	101	107	-8	1.1	.	-5	93	-6
N=c1c(C(=O)NCc2ccccc2)cc2c(=O)n3ccccc3nc2n1CCCN1CCOCC1
→ 96	77[fluorescence artefact?]	63	5	1.2	-2	12[fluorescence artefact?]	89	15[fluorescence artefact?]
O=C1CCCc2c1[nH]c1c(Br)cccc21
→ 96	101	85	-3	1	-3	0	99	-15
COc1ccc(OC)c(S(=O)(=O)Nc2ccc(OCC(=O)O)cc2)c1
→ 92	115	95	7	1.2	2	2	95	4
CC(C)(C)NC(=O)Cn1nnc(-c2ccccc2NC(=O)c2ccco2)n1
→ 93	124	89	-1	1.1	.	12	95	-3
CCN(C(=O)CN1CCCc2ccccc21)c1c(N)n(Cc2ccccc2)c(=O)[nH]c1=O
→ 95	105	88	-14	1.2	0	-10	87	80*[fluorescence artefact?]
Cn1c(CCN2CCCCC2)nc2cc(NC(=O)NC3CCCCC3)ccc21
→ 98	84	90	-14	1	-4	5	97	12
N#Cc1nc(-c2ccco2)oc1NCc1ccco1
→ 91	106	91	0	1.1	.	-8	100	0
Cc1ccc(S(=O)(=O)N2CCN(S(=O)(=O)N(C)C)CC2)cc1
→ 102	97[fluorescence artefact?]	101	4	1.1	0	3	96	-4[fluorescence artefact?]
Oc1ccccc1CNc1nc2ccccc2n1CCN1CCCCC1
→ 94	109	66	8	1.1	9	-2	91	-1
O=C(CSCc1nc2ccccc2[nH]1)N1CCN(c2cccc(Cl)c2)CC1
→ 95	91	75	-5	1.1	-6	-8[fluorescence artefact?]	73	-9[fluorescence artefact?]
CC(C)Oc1ccc(N2CC(C(=O)Nc3ccc4c(c3)OCO4)CC2=O)cc1 (centres undefined)
→ 97	135	100	6	.	-6	2[fluorescence artefact?]	88	-1
CCC(SCC(=O)OC)C(=O)Nc1nnc(C(C)C)s1 (centres undefined)
→ 96	102[fluorescence artefact?]	99	-2	1.1	1	8	92	-1
Cc1cc(NC(=O)CS(=O)(=O)c2cn(Cc3cccc(F)c3)c3ccccc23)no1
→ 97	98	93	-6	.	-2	8	90	-3
CCC(=O)Nc1cc(C)c(NC(=O)CCc2ccccc2)cn1
→ 105	123	94	-1	1.2	-1	-6	86	3

Two records picked at random from those above:
The line under a structure holds: Fibroblast inh	ERa coact pot	H69AR inhibit	Smad3 FoxH1 inh	MT1-MMP txn act	CD11b adhes enh	ERa coact inh	HUVEC prolif 384	ERb SRC1 inh
O=C1CCCC2=C1C(c1ccsc1)CC(=O)N2c1ccccc1 (centres undefined)
→ 103	93	96	-3	1.1	4	-7	110	-9
CC(C)COC(=O)C1C2C=CC3(CN(C4CCCC4)C(=O)C13)O2 (centres undefined)
→ 94	109[fluorescence artefact?]	97	12	1.1	1	3[fluorescence artefact?]	102	-15[fluorescence artefact?]
